HCV core dimer = inhibitors of HCV core protein dimerization, primary screen, biochemical, TR-FRET, high-throughput. TR-FRET GST/Flag-core106 dimerization, 1536-well. inhibition, % at 5 µM. 300,000 compounds, 0.33% hits;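 active = inhibition above the mean of all tested compounds plus 3 SD, set per screening campaign, cut at about 45% in these data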
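Assay system: GST-tagged and Flag-tagged HCV core protein residues 1-106 / Times: compound-protein-antibody incubation 4 h at 22.5 °C / Signal: time-resolved FRET, ex 340 nm, em 617 and 671 nm / Evaluation: % inhibition based on acceptor/donor emission ratio / Benchmarks: wells lacking GST-core106 and wells with excess unlabelled core106 / Repeats: singlicate, one well per compound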
PP1 inh = PP1-alpha phosphatase inhibitors, primary screen, counter-screen for PP5 inhibitor project, biochemical, fluorescence, OMFP substrate, single point. 320,000 compounds, 0.9% hits. purified PP1alpha. inhibition, % at 6.7 µM;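 active = inhibition above the mean inhibition of all tested compounds plus 3 SD, computed separately for each screening campaign, cut at about 15% in these data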
PREPL inhibitor = PREPL enzyme inhibitors, primary screen, biochemical, fluorescence polarization | Prolyl endopeptidase-like (Homo sapiens), Q4J6C6 | recombinant PREPL, fluorescence polarization activity-based probe | inhibition, % at 5.96 µM | 320,000 compounds, 0.68% hits | AID 2751, 2010; in the data active = inhibition above about 43%;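 note: 0% = enzyme with DMSO and 100% = wells lacking enzyme; many of its hits are not listed in these tables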
Target sequence (Q4J6C6 whole entry, looked up): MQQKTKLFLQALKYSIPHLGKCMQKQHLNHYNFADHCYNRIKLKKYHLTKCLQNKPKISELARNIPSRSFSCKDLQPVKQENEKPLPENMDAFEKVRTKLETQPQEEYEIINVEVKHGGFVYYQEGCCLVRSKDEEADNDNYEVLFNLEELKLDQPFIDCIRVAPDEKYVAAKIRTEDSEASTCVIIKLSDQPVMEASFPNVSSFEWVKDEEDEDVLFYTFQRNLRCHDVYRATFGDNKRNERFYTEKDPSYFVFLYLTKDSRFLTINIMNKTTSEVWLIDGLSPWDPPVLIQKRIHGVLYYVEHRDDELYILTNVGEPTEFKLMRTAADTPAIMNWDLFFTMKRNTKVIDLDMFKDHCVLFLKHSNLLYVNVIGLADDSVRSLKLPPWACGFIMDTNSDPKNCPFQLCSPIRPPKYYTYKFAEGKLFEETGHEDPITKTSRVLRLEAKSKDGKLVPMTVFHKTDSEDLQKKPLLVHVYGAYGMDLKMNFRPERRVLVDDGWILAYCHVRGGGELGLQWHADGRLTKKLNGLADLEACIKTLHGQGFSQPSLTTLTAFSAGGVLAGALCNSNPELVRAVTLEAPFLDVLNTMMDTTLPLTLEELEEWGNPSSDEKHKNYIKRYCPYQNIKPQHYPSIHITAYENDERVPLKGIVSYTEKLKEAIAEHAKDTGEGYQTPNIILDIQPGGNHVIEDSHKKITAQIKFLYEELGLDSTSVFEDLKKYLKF
PP5 primary = PP5 phosphatase inhibitors, primary screen, biochemical, fluorescence | Serine/threonine-protein phosphatase 5 (Homo sapiens), P53041 | inhibition, % at 6.7 µM | 320,000 compounds, 0.18% hits | AID 1987, 2009 | purified PP5c, OMFP substrate fluorescence;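 active = inhibition above the campaign's mean inhibition across all tested compounds plus 3 SD, cut at about 9.5% in these data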;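 note: 0% = DMSO only and 100% = 100 µM cantharidin control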
TPT1 inhibitor = Candida albicans TPT1 enzyme inhibitors, primary screen, biochemical, fluorescence polarization; tRNA 2'-phosphotransferase TPT1 (Candida albicans SC5314); recombinant caTPT1, FP RNA substrate dephosphorylation; inhibition, % at 5 µM; 300,000 compounds, 0.81% hits;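 active = inhibition above the mean of all tested compounds plus 3 SD, set per screening campaign, cut at about 24% in these data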;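 note: plate controls were DMSO alone for no effect and ferristatin control at 100 nM for full effect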
GASC-1 inh = inhibitors of GASC-1 histone demethylase, primary screen, biochemical, fluorescence, DELFIA europium; Lysine-specific demethylase 4C (Homo sapiens), Q9H3R0; GST-JMJD2C(1-420) H3K9me3 demethylation; inhibition, % at 2.35 µM; 330,000 compounds, 0.069% hits; AID 2099, 2009;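 active = more than half of a compound's replicate wells show inhibition beyond 50%, single wells judged on their own value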;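 note: signal counts dimethyl H3K9 product captured on neutravidin plate; 0% = median of DMSO wells and 100% = 0.3 times that DMSO median; strong numbers were not always called active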
LYPLA2 counter = LYPLA2 inhibitors, primary screen, counter-screen for PME1 inhibitor project, biochemical, fluorescence polarization, FP-Rh probe ABPP. Acyl-protein thioesterase 2 (Homo sapiens), O95372. recombinant LYPLA2. inhibition, % at 5.9 µM. 320,000 compounds, 0.38% hits;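 active = inhibition above the screen-wide mean plus 3 SD, limit set per campaign, cut at about 26% in these data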;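 note: 0% = LYPLA2 with DMSO and 100% = wells lacking LYPLA2 enzyme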
Target sequence (O95372 whole entry, looked up): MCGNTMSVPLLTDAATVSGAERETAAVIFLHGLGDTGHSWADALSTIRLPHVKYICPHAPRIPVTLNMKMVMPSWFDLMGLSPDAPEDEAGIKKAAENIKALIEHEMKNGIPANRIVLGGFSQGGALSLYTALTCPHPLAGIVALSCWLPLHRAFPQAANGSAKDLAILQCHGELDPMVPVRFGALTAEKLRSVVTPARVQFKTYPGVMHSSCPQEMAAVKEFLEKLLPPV
Efflux pump mplx = inhibitors of Candida efflux pumps in yeast, primary screen, S. cerevisiae, Nile Red, multiplex; inhibition, % at 10 µM; AID 485275, 2010; S. cerevisiae Candida pump triplex; 330,000 compounds, 0.44% hits;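 active = plate passing quality check with inhibition over a set limit, or well fluorescence over plate mean plus 4 SD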;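 note: Nile Red retained in pooled yeast measured as flow cytometry median fluorescence; 0% = buffer negative control and 100% = Enniatin B positive control; higher means more Nile Red kept so more efflux inhibition; some compounds called inactive have numbers as strong as hits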
Fh CTSL1 inh = Fasciola hepatica cathepsin L1 inhibitors, primary screen, counter-screen for PFM18AAP inhibitor project, biochemical, QFRET, fluorogenic peptide substrate. 300,000 compounds, 0.49% hits. AID 1906, 2009. inhibition, % at 5.96 µM. recombinant F. hepatica cathepsin L1, Z-Leu-Arg-MCA fluorescence;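 active = inhibition above the mean of all tested compounds plus 3 SD, set per screening campaign, cut at about 17% in these data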;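 note: 0% = plate median of test compound wells and 100% = 1 µM Z-Phe-Ala-diazomethylketone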
Numbers without * were called inactive; / = no result given; & = joins results of further samples.

SMILES	HCV core dimer	PP1 inh	PREPL inhibitor	PP5 primary	TPT1 inhibitor	GASC-1 inh	LYPLA2 counter	Efflux pump mplx	Fh CTSL1 inh
CCN(CC(=O)NCc1cccs1)C(=O)c1cc(S(=O)(=O)N2CCOCC2)ccc1C	0	-4	-6	-1.6	0	-6	29*	0.0	-3
O=C(CCN1CCN(c2ccccc2F)CC1)Nc1ccc(F)cc1	-6	0	1	0.6	0	2	-2	-0.3	-2
COCCOC(=O)/C(=C/c1ccc(OC(=O)c2ccccc2)cc1)C(C)=O	-5	1	0	0.3	0	5	4	-0.1	-4
O=c1nc(N/N=C/C=C/c2ccccc2)cn[nH]1	2	-3	-46	-0.4	0	3	5	0.0	7
O=C(Nc1cccc(-n2cnnn2)c1)c1ccccc1Br	-7	-2	38	2.3	1	7	5	-0.8	-6
Cc1cc(=O)oc(C)c1C(=O)O	-4	-3	5	-0.3	0	4	3	0.0	2
COc1ccc(CCNC(=O)C2C3CCC(C3)C2C(=O)O)cc1OC (stereo not given)	0	-2	4	1.3	-1	4	3	0.0	6
COc1ccc(Br)cc1S(=O)(=O)NCc1ccccc1	-1	-2	8	0.0	-1	-9	-4	-0.1	1
COc1ccc(OC)c(NC(=O)CCC(=O)Oc2ccc(C)cc2)c1	1	-3	-5	3.8	2	-18	-8	-0.1	-9
CC(C)OCCCNC(=O)CN1C(=O)c2cccc3cccc1c23	-7	2	6	0.5	-5	-3	4	-0.1	6
Cc1ccc(Cc2nnc(SCC(=O)Nc3ccccc3Cl)[nH]c2=O)cc1	8	-3	-2	0.2	-5	2	2	-0.1	7
Cc1ccc(OCC(=O)NNC(=O)C2CCCO2)c(C)c1 (stereo not given)	0	-4	2	-0.3	-2	-3	-6	0.0	-15
CCCC(CCC)=NNC(=O)CN(Cc1ccccc1)S(=O)(=O)c1ccccc1	0	0	3	0.7	1	10	3	0.1	5
CCn1c(N)c(C(=O)NCc2cccnc2)sc1=S	2	-2	9	0.4	-4	7	1	-0.1	7
Clc1ccc(OCc2nc(-c3ccccn3)no2)c(Br)c1	7	-3	-1	-0.2	1	-8	10	0.4	1
CC(C)(C)NC(=O)[C@@H]1C[C@@H]2CCCC[C@@H]2CN1C[C@@H](O)[C@H](Cc1ccccc1)NC(=O)[C@H](CC(N)=O)NC(=O)c1ccc2ccccc2n1	9&-15	2&-9	4&3	3.2&6.3	2&-2	-32&-12	-3&-8	0.1&-0.1	8&10
O=C(CCN1CCOCC1)NNC(=O)/C(=C/c1ccccc1)NC(=O)c1ccccc1	-1	0	13	-1.7	0	22	-4	0.0	-2
COc1cccc(S(=O)(=O)NCc2ccc(C(=O)N3CCN(Cc4ccccc4)CC3)cc2)c1	2	-2	8	-1.3	2	-8	43*	0.2	-4
CCCN(C(=O)c1ccccc1Cc1ccccc1)C1CCS(=O)(=O)C1 (stereo not given)	-10	-2	-5	0.0	1	-5	4	-0.1	-4
Cc1cc(NC(=O)CSc2nc3c(c(=O)n2-c2ccc(Br)cc2)SCC3)no1	12	-1	-2	2.7	5	5	0	0.1	2
Cc1cccn2c(=O)c3cc(C(=O)NCC4CCCO4)c(=N)n(CC4CCCO4)c3nc12 (stereo not given)	-4	-1	13	0.3	1	7	-1	-0.1	0
Cc1cc(C)n(CC(=O)c2ccc(Br)cc2)c(=O)c1C#N	-2	-16	19	4.0	0	-3	3	0.1	-3
CCCSc1oc(-c2ccco2)nc1S(=O)(=O)c1ccc(C)cc1	2	4	-12	5.6	2	7	-5	0.0	-2
Cc1ccc(C(=O)NCC(=O)Nc2ccncc2)cc1	0	-1	0	1.3	-1	-4	2	0.2	-1
O=C(CSc1nnnn1-c1ccccc1)N1CCc2ccccc21	-1	-4	-8	-1.3	-2	16	-3	0.0	6
CCOc1ccccc1C(=O)Oc1cc(C)[nH]c(=O)c1[N+](=O)[O-]	-7	-1	-3	-2.0	-3	26	-6	0.1	3
Cc1ccc(-c2noc(CCC(=O)NCc3ccc4c(c3)OCO4)n2)cc1	5	-6	-4	1.0	-1	0	2	0.1	-3
COc1cccc(S(=O)(=O)NCC(=O)Nc2ccc(C(C)(C)C)cc2)c1	8	-1	-1	6.6	-3	3	-1	-0.1	-1
CC(C)CCOP(=O)(c1ccc(N(C)C)cc1)C(O)c1ccccn1 (stereo not given)	-1	-6	-1	3.8	-3	9	-2	0.2	3
COC(=O)c1cccc(C23CC4(C2)[C@H](CN(Cc2ccc(C(F)(F)F)cc2)[C@@H]4c2ccccc2)C3c2ccc(C(F)(F)F)cc2)c1 (stereo not given in full)	-3	0	12	-1.9	3	1	-12	0.2	-4
CC(=O)NC(CC(=O)Nc1nccs1)c1ccccc1 (stereo not given)	-1	0	-5	-0.8	-2	6	4	0.1	-3
COc1ccc([C@H]2CC(=O)C=C(c3ccc(OC(F)(F)F)cc3)C2)cc1	/	2	-11	3.4	/	11	12	-0.1	/
CC1CCN(C(=O)CSc2nnc(-c3ccncc3)n2C)CC1	-4	-7	-8	0.0	-2	7	1	-0.1	-4
CC(C)CC1NC(=O)c2ccccc2-n2c1nc1ccc(F)cc1c2=O (stereo not given)	/	-5	1	0.1	/	-3	0	-0.2	/
CC(C)OC(=O)CN1C(=O)C(C)(C)Oc2ccc(C(=O)NC(C)(C)C)cc21	4	0	9	-3.2	0	9	-2	0.1	-3
CCOC(=O)C1C(=O)C=C(/C=C/c2ccccc2)CC1c1ccc(Cl)cc1 (stereo not given)	12	-2	3	5.2	1	-9	-9	0.3	-4
CCC(=O)Nc1cccc(C2=NN(c3ccccc3)C(c3ccc(OC)cc3)C2)c1 (stereo not given)	3	0	5	1.2	-1	-6	4	0.1	3
Cc1ccccc1C(NC(N)=O)c1ccccc1 (stereo not given)	-2	0	-4	1.2	-3	96	7	-0.1	-4
Cc1noc(C)c1CSCC(=O)N(C)CC(=O)Nc1ccccc1C(F)(F)F	/	1	10	0.9	/	0	1	0.1	/
COc1cc(C(=O)NCC2CCCO2)ccc1OCc1c(C)noc1C (stereo not given)	1	2	-2	0.7	-2	18	-2	0.1	-2
Cc1cc(C)c(C#N)c(SCC(=O)NC(C)(C)C)n1	-2	-1	0	-0.2	-6	-8	5	-0.2	2
CC1(C)CC(NC(=O)COc2cc3oc(=O)c4c(c3cc2Cl)CCC4)CC(C)(C)N1	4	-4	3	-2.4	1	2	0	0.0	2
O=C(N/N=C/c1ccccc1Cl)c1ccc(F)cc1	-2	3	-5	0.3	1	-38	3	-0.3	4
Cc1cc(NS(=O)(=O)c2ccc(NC(=O)C(C)Oc3cc(C)c(Cl)c(C)c3)cc2)no1 (stereo not given)	14	0	-5	4.0	-2	3	1	-3.2	1
CCc1ccc(C(C(=O)NC2CCCC2)N(C(=O)c2csnn2)C2CC2)cc1 (stereo not given)	-1	6	9	1.6	-4	-1	1	-0.1	-1
CCn1c(SCC(=O)c2ccccc2)nc2ccccc2c1=O	0	-2	10	1.1	-1	4	1	0.1	-1
Cc1ccccc1CC(=O)c1ccc(O)c(C)c1O	3	1	5	4.4	2	1	-10	0.3	1
Cc1oc2ccc(NS(=O)(=O)c3ccccc3)cc2c1C(=O)Nc1ccccc1	6	0	-5	5.1	0	-5	-4	0.2	0
Cc1ccc(-c2cc(C(=O)N3CCN(c4ncccn4)CC3)c3ccccc3n2)cc1	21	0	1	2.1	1	1	-11	0.1	5
Cc1cc(C)nc(NS(=O)(=O)c2ccc(N)cc2)n1	9&-6	-3&0	1&15	-0.7&-2.9	-1&3	8&-6	-4&-1	0.0&0.0	-1&-3
O=C1OCCC1S(=O)(=O)c1ccc2ccccc2c1 (stereo not given)	1	-3	-15	-1.6	1	-9	2	-0.3	0
Cc1ccc(CNC(=O)c2ccc(Cl)cc2[N+](=O)[O-])cc1	-2	-6	6	5.0	2	1	-4	0.3	-2
CCOc1ccc(S(=O)(=O)N2CCC(C(=O)N3CCOCC3)CC2)cc1C	-15	1	15	2.6	-1	0	2	0.0	0
COc1ccc(NC(=O)N(Cc2cc3cc(OC)c(OC)cc3[nH]c2=O)CC2CCCO2)cc1 (stereo not given)	-4	0	18	-1.3	-1	22	4	-0.4	0
CCOC(=O)c1ccc(S(=O)(=O)N2CC(=O)Nc3ccccc32)cc1	16	-2	2	1.4	8	5	-5	-0.1	6
Cc1cccc(N2CCN(C(=O)c3cccn4c(=O)c5c(C)c(C)sc5nc34)CC2)c1C	20	1	-4	2.3	0	9	1	-0.1	0
COc1ccc(-c2noc(-c3cccc(OC)c3OC)n2)cc1OC	4	-2	2	3.6	1	-1	-2	0.2	1
CSc1ccc(CN(C)C(=O)c2cc(Cl)c3c(c2)OCCO3)cc1	6	-2	-6	1.3	-1	-27	12	0.1	0
COC/C=C/C1=CC2=CC(=O)C(C)(OC(=O)c3cnc4ccccc4n3)C(=O)C2=CN1CC(C)C (stereo not given)	11	1	22	-4.7	-7	0	4	0.9*	-4
O=C(c1cn(-c2ccccc2)nc1-c1cccs1)N(CCO)Cc1ccccc1	6	1	0	4.0	2	-139	-2	-0.1	0

Pulled one by one from the entries so far (two):
SMILES	HCV core dimer	PP1 inh	PREPL inhibitor	PP5 primary	TPT1 inhibitor	GASC-1 inh	LYPLA2 counter	Efflux pump mplx	Fh CTSL1 inh
COc1ccc(NC(=O)N(Cc2cc3cc(OC)c(OC)cc3[nH]c2=O)CC2CCCO2)cc1 (stereo not given)	-4	0	18	-1.3	-1	22	4	-0.4	0
CCOC(=O)c1ccc(S(=O)(=O)N2CC(=O)Nc3ccccc32)cc1	16	-2	2	1.4	8	5	-5	-0.1	6

(further entries)
SMILES	HCV core dimer	PP1 inh	PREPL inhibitor	PP5 primary	TPT1 inhibitor	GASC-1 inh	LYPLA2 counter	Efflux pump mplx	Fh CTSL1 inh
COc1ccc(OCc2cn3c(C)cc(C)nc3n2)cc1	-10	5	7	-4.1	-4	-3	9	-0.6	5
CN(c1ccc(OCc2nnc(-c3ccccc3)o2)cc1)S(=O)(=O)c1ccccc1	13	0	6	5.0	3	-5	-1	-0.1	-2
COc1ccccc1N(CC(=O)NCc1ccco1)C(=O)CCC(=O)Nc1ccccn1	2	1	0	-0.2	-1	-8	5	0.0	0
COc1ccccc1NC(=O)CSc1nnc(-c2ccc(C)cc2)o1	2	-1	0	-3.1	3	-5	3	-0.1	-1
O=C(Nc1ccc2nc3n(c(=O)c2c1)CCCC3)c1cncc(Br)c1	-3	-3	-8	3.9	-3	2	-4	-0.1	0
Cc1onc(-c2ccccc2)c1C(=O)Nc1ccc(Br)cc1Cl	7	-6	1	-0.6	0	3	-3	0.5	-3
C=CCOc1ccc(/C=C2\SC(=S)N(CCC(=O)O)C2=O)cc1	5	6	15	3.4	7	1	9	-0.1	8
COC(=O)c1cc(NC(=O)Cc2ccc(OC)c(OC)c2)cc(C(=O)OC)c1	-1	3	-1	4.4	0	8	5	0.0	0

Screening data (PubChem)

Some of the compounds tested; count on the stated rates, not on these rows.
